# Screens (PubChem)
# KCNQ2 block – KCNQ2 channel blockers in CHO-K1 cells – cell-based, FluxOR thallium flux, B-score, primary screen (AID 2156) | O88943 | 20 min; hits give low values | B-score at 10 µM | 310,000 compounds, 1.1% hits;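 active means fluorescence ratio B-score at most minus 3 library SDs, with starting brightness B-score within 2 library SDs, cut at about -5.5 in these data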
# Kir21 inh – blocks the mouse Kir2.1 inward-rectifier potassium channel | P35561 | HEK293-Kir2.1, FluxOR thallium flux fluorescence; hits give low values | B-score at 10 µM | 310,000 compounds, 0.85% hits | AID 1672;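 active means fluorescence ratio B-score at or below minus 3 SD of library scores, with starting-brightness B-score within 2 SD, cut at about -4.2 in these data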;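 further: channel flux triggered by added potassium and thallium sulfate stimulus; B-score of peak minus minimum fluorescence over baseline after thallium stimulus; more negative B-score means stronger Kir2.1 block with less thallium influx; some compounds called inactive have numbers as strong as hits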
# Target sequence (P35561 whole entry, looked up): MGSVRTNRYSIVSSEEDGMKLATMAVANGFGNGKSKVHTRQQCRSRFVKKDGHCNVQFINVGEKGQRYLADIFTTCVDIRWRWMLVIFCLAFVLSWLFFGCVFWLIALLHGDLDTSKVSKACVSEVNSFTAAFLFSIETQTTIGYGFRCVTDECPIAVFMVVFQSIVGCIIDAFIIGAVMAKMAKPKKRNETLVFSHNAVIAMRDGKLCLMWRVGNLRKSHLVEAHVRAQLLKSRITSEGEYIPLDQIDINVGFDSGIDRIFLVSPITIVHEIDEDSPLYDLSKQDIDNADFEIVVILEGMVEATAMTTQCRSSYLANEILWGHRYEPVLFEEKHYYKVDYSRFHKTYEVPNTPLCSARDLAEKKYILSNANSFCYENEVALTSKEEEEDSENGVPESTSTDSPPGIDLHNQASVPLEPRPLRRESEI
# The depositor's hits bear a star; i = inactive; & = joins results of further samples. The list is partial; count on the stated rates, not on these rows.
canonical_smiles	KCNQ2 block	Kir21 inh
CCOC(=O)c1ccc(-[n+]2c(-c3ccccc3)cc(-c3ccccc3)cc2-c2ccccc2)cc1	-8.5*	-11*
COC(=O)C1=C(c2cccc(OC)c2OC)C[C@@H]2CC[C@H]1N2C(=O)N1CCCC1	i	-0.65
CS(=O)(=O)N1CCCC(C(=O)N2CCC3(CC2)OCCO3)C1 (centres undefined)	i	0.04
C=CCn1c(O)c(C(C)=NC2CC2)c(=O)[nH]c1=O	i	1.3
COc1cc(OC)cc(C(=O)NC(=S)N2C[C@H]3C[C@H](C2)c2cccc(=O)n2C3)c1	i	1.7
CN1CCC2(CC1)C(C#N)=C(N)NC(S)=C2C#N	i	-1.8&-3.8
CCC(=NCc1ccco1)c1c(O)n(-c2ccc(Cl)cc2)c(=O)[nH]c1=O	i	-0.65
CN1C(=O)C(=Cc2sc(=O)n(-c3ccccc3)c2N(C)C)C(=O)N(C)C1=O	i	-0.66
CC(=Nc1ccccc1N)c1c(O)n(C)c(=O)[nH]c1=O	i	0.17
Cc1cccc(-n2c(O)c(C=NCCN3CCCCC3)c(=O)[nH]c2=O)c1	i	-0.2
COc1cccc(C(=O)C2CCCN(Cc3ccon3)C2)c1 (centres undefined)	i	-1.5
C/C(=N\N1CCCCCC1)c1c(O)n(-c2ccc(Cl)cc2)c(=O)[nH]c1=O	i	0.14
COC(=O)c1cncn1C(C)c1ccccc1 (centres undefined)	i	-0.01
CCC(=O)Nc1cc(C(=O)N2CCC3(CC2)OCCO3)ccc1S(=O)(=O)c1ccc(C)cc1	i	0.54
CCN1C(=O)C(=Cc2ccc(N3CCOCC3)o2)C(=O)N(CC)C1=S	i	-0.99
Cc1ccc(NC(=O)c2snnc2C)cc1Cl	i	1.4
Fc1ccccc1CNCCc1ccc2c(c1)OCO2	i	0.26
Cc1nc2cc(F)ccc2n1C1CCN(Cc2nnnn2CCc2ccccc2)CC1	i	0.64
O=C(CF)NC(NC(=S)Nc1cccc([N+](=O)[O-])c1)C(Cl)(Cl)Cl (centres undefined)	i	0.47
O=c1[nH]c(=S)n(-c2ccccc2)c(O)c1/C=N/N1CCOCC1	i	-1.6

# One compound at a time (already shown):
# `COc1cccc(C(=O)C2CCCN(Cc3ccon3)C2)c1` (centres undefined) reads KCNQ2 block: i; Kir21 inh: -1.5
# `Cc1nc2cc(F)ccc2n1C1CCN(Cc2nnnn2CCc2ccccc2)CC1` reads KCNQ2 block: i; Kir21 inh: 0.64
# `O=C(CF)NC(NC(=S)Nc1cccc([N+](=O)[O-])c1)C(Cl)(Cl)Cl` (centres undefined) reads KCNQ2 block: i; Kir21 inh: 0.47

# Continuation:
canonical_smiles	KCNQ2 block	Kir21 inh
COc1ccccc1N1CCN(Cc2ccc(Br)cc2)CC1	i	0.94
CC(=O)c1c(C)[nH]c(C(=O)N2CCC3(CC2)OCCO3)c1C	i	-0.68
COc1ccc(CNCCc2ccc3c(c2)OCO3)c(OC)c1OC	i	0.87
CN1/C(=C\C=C2C(=O)NC(=O)NC2=O)C(C)(C)c2ccccc21	i	-11
CCN(CC)S(=O)(=O)c1cc(NC(=O)C(C)N2CC=C(c3ccccc3)CC2)ccc1C (centres undefined)	i	-0.05
CCOc1ccc(N2C(=O)NC(=O)/C(=C\c3cc(OC)c(OC)cc3[N+](=O)[O-])C2=O)cc1	i	-1.6
CCN(CC)CCCOC(=O)C(OC(C)C)(c1ccccc1)c1ccccc1	i	-1.3
Cc1cc(OCC(=O)OC(C)(C)C)c2c3c(c(=O)oc2c1)CCC3	i	-0.01
Cc1ccccc1-n1c(-c2ccc([N+](=O)[O-])cc2)nc2ccccc2c1=O	i	-1.8
CSc1ccc(CN2CCN(Cc3ccccc3Cl)CC2)cc1	-6.6*	-4.9*
CCOc1ccc(-n2c(-c3cccs3)nc3ccccc3c2=O)cc1	i	1.7
O=C(Cc1ccccc1)N1CCN(Cc2ccccn2)CC1	i	1.4
CC(=O)N1N=C(c2c(O)n(C)c(=O)n(C)c2=O)CC1c1ccccc1 (centres undefined)	i	0.4
Cc1cccc(C(O)(C(=O)NNC(=O)CN2CCN(C)CC2)c2cccc(C)c2)c1	i	0.47
O=C1NC(=O)C(CCc2ccncc2)(CCc2ccccn2)C(=O)N1c1ccc(Br)cc1 (centres undefined)	i	-0.86
O=c1[nH]c(=O)n(-c2cccc3ccccc23)c(O)c1/C=N/N1CCCCC1	i	-1.9
CCOc1ccccc1Oc1coc2cc(OC(=O)N(C)C)ccc2c1=O	i	-0.92
O=C1NC(=O)C2(Cc3ccccc3N3CCCC32)C(=O)N1c1cccc(Cl)c1 (centres undefined)	i	-3
CSc1nc(N2CCN(C)CC2)c2ccccc2n1	i	0.12
CCOC(=O)c1ccc(N=Cc2c(O)n(-c3ccc(OC)cc3)c(=S)[nH]c2=O)cc1	i	-0.73
Cc1ccc2[nH]c3c(c2c1)CN(C(=O)CN1C[C@H]2C[C@@H](C1)c1cccc(=O)n1C2)CC3	i	1.2
CCOc1ccc([N+](=O)[O-])cc1CNCCc1ccccc1	i	-1.1
COCc1cc(OC(=O)N(C)C)nc2c1c(C)nn2C	i	1.3
CCCCn1c(O)c(/C(CC)=N/N2CCCCC2c2cccnc2)c(=O)[nH]c1=S (centres undefined)	i	4
Cc1ccc(CCN2CC(C(=O)N3CCC4(CC3)OCCO4)CC2=O)cc1 (centres undefined)	i	0.05
CC(C)C1(C)N=C(c2nc3ccccc3cc2C(=O)O)NC1=O (centres undefined)	i	0.43
O=C1NC(=O)N(c2ccc(F)cc2)C(=O)/C1=C/c1ccc2c(c1)CCCN2Cc1ccccc1	i	-1.2
CCN(CCO)c1ccc(N=Cc2c(O)n(C)c(=S)[nH]c2=O)cc1	i	-4.1
Cn1cnnc1Sc1cc(N2CCNCC2)ccc1[N+](=O)[O-]	i	0.56
O=C(Nc1ccc2ccccc2c1)c1nn(C23CC4CC(CC(C4)C2)C3)cc1Br	i	-0.03
CCCC1COC(Cn2cncn2)(c2ccc(Cl)cc2Cl)O1 (centres undefined)	i	-2.4
CN(C)C(=O)O/N=C(\N)COc1ccc(C(C)(C)C)cc1	i	-0.07
N#Cc1cc2c(nc1SCC(=O)Nc1cc(Cl)ccc1Cl)C1CCN2CC1	i	0.51
O=c1c2ccccc2nc(Cc2ccccc2)n1-c1ccccc1O	i	-0.32
CCCCN=C[C@]12CCC(O)CC1(O)CCC1[C@@H]2CC[C@]2(C)[C@H](C3C=CC(=O)O3)CCC12O (some centres undefined)	i	1.4
COC(=O)c1cc2c(s1)=NC=NP=2(N1CCOCC1)N1CCOCC1	i	0.25
O=c1[nH]c(=S)[nH]c(O)c1N=Nc1ccc(SC(F)F)cc1	i	0.2
Cc1nc2cc(-c3cccc(F)c3)nn2c(C)c1CCC(=O)N1CCC2(CC1)OCCO2	i	-1.5
CN1CN(c2cccc([N+](=O)[O-])c2)CN=C1N[N+](=O)[O-]	i	-0.53
O=C(O)c1sc2cc(Cl)ccc2c1Cl	i	-0.32
CN1CCN(c2cccc3c2C(=O)c2ccccc2C3=O)CC1	i	-1.5
CC1(C)C(C(=O)NN2C(=O)c3ccccc3C2=O)C1(C)C	i	-2.9
c1ccc2c3c([nH]c2c1)CNCC3	i	-0.84
COC(=O)C1=C(c2cccc(OC)c2OC)C[C@@H]2CC[C@H]1N2C(=O)NCCCOC(C)C	i	-0.15
CC1CN(O)C2CCc3c(no[n+]3[O-])C12O (centres undefined)	i	-0.63
COc1ccc2c(CN3CC=C(c4ccccc4)CC3)cc(=O)oc2c1	i	0.86
O=C1C2CCN(CC2)[C@@H]1Cc1ccc2ccccc2c1O	i	-2.8
CC1SC2(CN3CCC2CC3)NC1=O (centres undefined)	i	1.1
O=c1[nH]c(=S)n(-c2ccc(Br)cc2)c(O)c1C=Nc1ccc(N2CCOCC2)cc1	i	-0.35
C[N+](C)(C)Cc1ccccc1	i	0.18

# (cont.)
canonical_smiles	KCNQ2 block	Kir21 inh
Cn1c(O)c(/C=C2\C=Nc3ccc(Br)cc32)c(=O)n(C)c1=O	i	1.4
COC[C@]12CN(C)C3C4[C@H](OC)[C@H]1C3([C@@H](OC)C[C@H]2O)[C@@H]1C[C@@]2(O)[C@H](OC(=O)c3ccccc3)[C@@H]1[C@]4(OC(C)=O)[C@@H](O)[C@@H]2OC	i	-0.22
COc1ccc2cc(C(=O)C3CCCN(C4CCOCC4)C3)ccc2c1 (centres undefined)	i	-0.27
Cn1c2ccccc2c2cnn(CC(=O)N3CCC4(CC3)OCCO4)c(=O)c21	i	-0.48
CC(=O)Nc1ccc(OC(=O)N(C)C)cc1	i	-0.61
Cc1cc(C)cc(NC2=NCCCS2)c1	i	2
CCCN1CCC2(CC1)NC(CO)(CO)CO2	i	-0.55
Cc1ccsc1C(=O)C1CCCN(Cc2cnc(N)nc2)C1 (centres undefined)	i	-0.04
Nc1ccc(S(=O)(=O)N2CCCCC2c2cccnc2)cc1 (centres undefined)	i	-1.4
CCC1(C(=O)c2ccccc2)C2c3ccccc3OC(=O)C21C(C)=O (centres undefined)	i	-0.06
Cc1ccc(-n2nc(C)c(C3C(C#N)=C(N)Oc4c3c(=O)oc3ccccc43)c2Cl)cc1 (centres undefined)	i	3.6
CC(N)Cc1ccccc1Sc1ccc(O)cc1 (centres undefined)	i	-4
COC(=O)C(O)(c1ccc(NC(=S)NC(=O)c2ccc(Cl)cc2Cl)cc1)C(F)(F)F (centres undefined)	i	0.75
O=C1CCN(C(=O)CCCn2c(=O)oc3ccccc32)CC1	i	-0.43
COc1ccc(-c2nn(CCC#N)cc2C(=O)Nc2ccccc2)cc1OC	i	0.24
CN(C)C1(CNC(=O)Cc2ccccc2F)CCCCC1	i	-0.62
CCOc1ccc(-c2cc(C)[n+](CCO)c(-c3ccc(OCC)cc3)c2)cc1	i	0.68
Cc1nnc2ccc(-c3cccc(C(F)(F)F)c3)nn12	i	0.8
CCCCCCNC(=O)N[C@@H](Cc1ccc(O)cc1)C(=O)NCCC[C@H]1CN2C(=NC[C@H]2C)N1CC1CCC1	i	-0.53
Cc1ccc(C(O)(c2ccc(C)c(C)c2)C2CN3CCC2CC3)cc1C (centres undefined)	i	0.03
CC(C)Sc1nnc([C@@H](N)Cc2ccccc2)o1	i	0.29
C/C(=N\N1CCCCCC1)c1c(O)n(C2CCCCC2)c(=O)[nH]c1=O	i	0.63
Cc1nc2ccccc2c(=O)n1-c1cc([N+](=O)[O-])cc([N+](=O)[O-])c1	i	-0.08
CNCC(O)c1cc(OCc2ccccc2)c(OCc2ccccc2)cc1F (centres undefined)	i	-6*
NS(=O)(=O)c1ccc(N=Cc2c(O)n(C3CCCCC3)c(=O)n(C3CCCCC3)c2=O)cc1	i	0.68
COC(=O)C1=C(c2ccc(S(C)(=O)=O)cc2)C[C@@H]2CC[C@H]1N2C(=O)N1CCCCC1	i	0.47
COc1ccc(CCn2c(O)c(/C=N/N3CCOCC3)c(=O)[nH]c2=O)cc1OC	i	-0.21
Cc1cccnc1-n1c(C)nc2ccccc2c1=O	i	-0.91
CCOCN(C(=O)CCl)c1c(C)cccc1CC	i	-2.7
CN1CCN(Cc2ccccc2C(F)(F)F)CC1	i	0.13
COc1ccc(NP(=O)(Oc2ccc(Cl)cc2)Oc2ccc(Cl)cc2)cc1OC	i	0.75
CCOC(=O)c1ccccc1NC(=O)c1c(O)[nH]c(=S)[nH]c1=O	i	0.79
COc1ccc(CC(=O)N2CCN(C)CC2)cc1OC	i	1.2
NC(=O)Nc1cccc(C(F)(F)F)c1	i	2.1
Nc1ccc2ccc3cccc[n+]3c2c1	i	-23
NC1C2CN3CCN(C2)CC1(c1ccccc1)C3 (centres undefined)	i	1.1
COc1ccc(N2CC2c2ccncc2)cc1 (centres undefined)	i	0.13
Nc1c(C(=O)NCCCc2ccccc2)c2nc3ccccc3nc2n1Cc1cccs1	i	-0.12
O=C(O)C1Cc2ccccc2N2CCCC12 (centres undefined)	i	0.83
COc1cc(/C=C(/C)[N+](=O)[O-])ccc1OCc1ccccc1Cl	i	0.12
CCN(CC)C(=O)COc1cc(C)cc2oc(=O)c3c(c12)CCCC3	i	0.96
CCSc1nnc([C@@H](N)Cc2ccccc2)o1	i	1.4
CC1CCCN(C(=O)CCl)C1 (centres undefined)	i	0.09
CCOC(=O)/C(CCCN(CC)CC)=N\O	i	0.27
N#Cc1ccc(NC(=O)CN2C(=O)NC3(CCCC3)C2=O)cc1Cl	i	-2
O=C(NC1CN2CCC1CC2)c1ccc(-c2ccc([N+](=O)[O-])cc2)o1 (centres undefined)	i	-0.69
CC/C(=N\NC(=O)c1ccccc1O)c1c(O)n(Cc2ccccc2)c(=O)[nH]c1=O	i	-1.1
N#CSCC(=O)N1c2ccccc2CCc2ccccc21	i	-6.8*
Cc1cc2c(C(F)(F)F)cc(=O)oc2c2c1NCCC2	i	-3.7
COc1ccc(C(C)=O)cc1CN1CC=C(c2ccccc2)CC1	i	-0.31
COC(=O)[C@]12OC[C@]34C([C@@H](O)[C@@H]1O)[C@]1(C)CC(=O)C(O)=C(C)[C@@H]1C[C@H]3OC(=O)[C@H](O)[C@@H]24 (some centres undefined)	i	-1.1
C=C(C)CSc1nnc([C@@H](N)Cc2ccccc2)o1	i	0.09
